Bioassay records from PubChem BioAssay.
TAG inh – triacylglycerol accumulation inhibition. H9c2 cells, Nile Red lipid (TAG) fluorescence; cells loaded with 200 µM oleic acid. inhibition, % at 12.5 µM. 0.66% of 230,000 active;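 active = pattern-corrected inhibition of lipid staining of at least 50% with the nuclear-stain viability signal not falling by more than 50%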;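 also: 0% = DMSO wells and 100% = triacsin C control wells; some results filed as inactive read as strong as hits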
TAG inh DAPI viability – further read-out of TAG inh, marked with its call; DAPI nuclei signal change (viability), lower = more cytotoxic, %;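 whole-well DAPI fluorescence read on a plate reader as a viability signal; minus 50 percent equals half of cells still viable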
* = called active by the depositor. This is a subset, so the mix of outcomes need not match the whole.

SMILES	TAG inh	TAG inh DAPI viability
O=C(NC1CCCN(Cc2ccc(Cl)cc2)C1)c1cccc(N2CCCC2=O)c1 (configuration not stated)	3	2
CCNc1nc(Oc2ccc(C(=O)OC)cc2)nc(N(C)C)n1	-1	-1
CC(C(=O)Nc1ccc2c(c1)OCCO2)N(C)CC(=O)Nc1ccccc1Br (configuration not stated)	5	2
COc1ccc(CCN(C)C(=O)C(CCSC)NC(=O)c2ccco2)cc1OC (configuration not stated)	-17	-5
CSC1=NCCN1C(=O)Cc1ccc(-c2ccccc2)cc1	-4	-2
O=C(Nc1ccc2nccnc2c1)c1ccco1	9	4
O=C(CCn1cnc2ccccc2c1=O)Nc1ccc(S(=O)(=O)N2CCCC2)cc1	-11	6
COc1ccccc1-c1sc2cc3c(cc2c1C#Cc1ccccn1)OCO3	2	11
CCOc1ccc2nc(NC(=O)CN3CCC(n4nnc5cc(F)ccc54)CC3)sc2c1	58*	-3.0*
COc1ccc(C(c2nnnn2Cc2cccs2)N2CCN(c3ccccc3F)CC2)cc1OC (configuration not stated)	-24	7
O=C(CCCOc1ccccc1)Nc1nccs1	15	-4
O=C(CN1C(=O)NC(Cc2c[nH]c3ccccc23)C1=O)NC1CCCCC1 (configuration not stated)	-7	0
O=C(COC(=O)/C=C/c1cccc(C(F)(F)F)c1)NC(=O)NCc1ccco1	-9	6
Cc1c(C)c(C)c(CN2CCCC2)c(C)c1C	-2	4
CC(=O)c1cnc(SCC(=O)O)nc1C	1	-9
COc1cc(NC(=O)CCN2CCN(c3ccccc3OC)CC2)cc(OC)c1	12	1
Cn1c2c(c(=O)n(C)c1=O)C(c1ccccc1OC(F)F)C1=C(CCCC1=O)N2 (configuration not stated)	-14	3
O=C(Nc1ccccc1)c1ccc2c(c1)OCCCO2	-2	2
COC(=O)c1cc(/C=C/c2ccccc2)[nH]n1	2	2
Cc1ccc2nc(-c3ccc(NC(=S)NC(=O)CC(C)C)cc3)sc2c1	10	5
Cn1c(=O)c2c(nc(SCCCC#N)n2Cc2c(F)cccc2Cl)n(C)c1=O	-34	-6
CSc1ccccc1NC(=O)CN1CCN(Cc2ccccc2)CC1	7	-5
CNc1ccccc1C(=O)OCC(=O)Nc1ccc2c(c1)OCO2	-21	17
CC(=O)Nc1ccc(OCc2ccccc2)cc1[N+](=O)[O-]	20	-5
COc1cccc(C(c2nnnn2CC2CCCO2)N2CCN(C(=O)c3ccco3)CC2)c1OC (configuration not stated)	-6	-11
O=C(Cc1cccc([N+](=O)[O-])c1)Nc1cccc(C(=O)N2CCOCC2)c1	-7	1
c1ccc(-c2cc(-c3cc(-c4ccccc4)on3)no2)cc1	1	-1
O=C(CN1C(=O)c2ccc([N+](=O)[O-])cc2C1=O)Nc1nccs1	6	-5
CC(Oc1ccccc1)C(=O)Nc1nnc(S(=O)(=O)Nc2ccccc2)s1 (configuration not stated)	-5	0
COC/C=C/C1=CC2=CC(=O)C(C)(OC(=O)C3CCCC3)C(=O)C2=CO1 (configuration not stated)	25	-10
Cc1ccc(N(Cc2cc3ccccc3[nH]c2=O)C(=O)c2cccs2)cc1C	5	1
CCOc1ccc(CCNC(=O)COC(=O)C2=NNC(=O)CC2)cc1OCC	-3	-6
O=C(c1ccc(Cl)c(S(=O)(=O)N2CCCCC2)c1)N1CCCC1	17	-9
c1ccc(CC(Cc2ccccc2)c2ccccn2)cc1	1	9
CC1CCCN1CC#CC(O)(c1ccccc1)c1ccccc1 (configuration not stated)	-4	4
C/C(=N\NC(=O)C1CCCC1)c1ccc(Cl)cc1	18	1
CCc1ccc(Nc2nnc(SCC(=O)NC(=O)c3cccn3C)s2)cc1	8	0
Cc1cc(=O)oc2cc(OCC(=O)Nc3cccnc3)ccc12	0	8
CC(=O)c1c(C)[nH]c(C(=O)COc2ccc(C#N)cc2)c1C	-4	5
COc1ccc(CCn2ccc(O)c(Cc3c(F)cccc3Cl)c2=O)cc1OC	24	5
CC(C)n1nc(C(=O)OCC(=O)NCCc2ccc(S(N)(=O)=O)cc2)c2ccccc2c1=O	-15	5
CC1(C(=O)NCc2ccc3c(c2)OCO3)CCN1C(=O)C1(c2ccc(Cl)cc2)CC1 (configuration not stated)	3	5
CC(C)[C@H](N)c1cn([C@@H](CO)C(=O)N2CCNCC2)nn1	-4	-3
O=C(O)C1=CC[C@@H](c2ccc(Cl)cc2)N(S(=O)(=O)c2ccc(Cl)cc2)[C@H]1c1ccccc1	11	-5
Cc1nnc(SCc2ccc(Cl)cc2Cl)[nH]c1=O	11	-4
CN(CC(=O)Nc1ccccc1Cl)C(=O)CSc1nnc(-c2ccco2)n1C	-7	-4
CCOC(=O)NC(=O)C(=CNNc1ncc(C(F)(F)F)cc1Cl)C(=O)NC(=O)OCC	22	-2
CC1(C(=O)NS(=O)(=O)c2ccccc2C(F)(F)F)CCN1C(=O)c1cccc(F)c1 (configuration not stated)	10	2
CC(C)OC(=O)c1ccc(NCc2cc(O)ccc2O)cc1Cl	108	-60
CCC(=O)Nc1ccc(-c2ccc(NC(=O)CC)c(OC)c2)cc1OC	-1	-3
CC(C)[C@H](NS(=O)(=O)c1ccccc1)C(=O)OCc1cc([N+](=O)[O-])cc2c1OCOC2	-36	6
CC(Oc1ccc2ccc(=O)oc2c1)C(=O)N1CCOCC1 (configuration not stated)	11	-3
C#CCOCCOCCOCCNc1nc(N2CCN(C(=O)[C@H](CCC(=O)O)n3cc(CN)nn3)CC2)nc(N2CCN(C(=O)[C@H](CCCCN)n3cc([C@@H](N)CC(N)=O)nn3)CC2)n1	-7	-2
CCOC(=O)C1CCN(Cc2cc(=O)n3c(-c4ccccc4)csc3n2)CC1	15	6
O=C1NC(=O)C2(CCCCC2)N1	-12	-2
COc1ccc(N2C(=O)CC(Sc3nnnn3-c3ccc(F)cc3)C2=O)cc1 (configuration not stated)	-10	2
CC(=O)Nc1cccc(C(=O)OCC(=O)N(c2ccccc2)C2CCS(=O)(=O)C2)c1 (configuration not stated)	-4	-2
CNc1nc(OCC(F)(F)F)nc(N2CCOCC2)n1	2	0
CCOc1ccc(CCNC(=O)CN2C(=O)NC(CCSC)C2=O)cc1OCC (configuration not stated)	23	13
COc1ccc(Br)c(C(=O)OCC(=O)NC(=O)NC2CCCC2)c1	8	5
(further entries)
SMILES	TAG inh	TAG inh DAPI viability
COc1ccc(C(O)c2nc(-c3ccc(OC)c(OC)c3)cs2)cc1 (configuration not stated)	-51	-2
COc1ccc(-c2cc(-c3ccccc3)no2)cc1	-13	4
CC1=C(C(=O)OC(C)C)C2(O)C(=O)c3ccccc3C2(O)N1 (configuration not stated)	-4	-3
CSc1ccc(CN(C)C(=O)CSCC(=O)Nc2ccc(C)cc2)cc1	-13	-1
Cc1ccccc1C1CCCN(C(=O)c2cc(COc3c(F)cccc3F)on2)C1 (configuration not stated)	-18	-1
CC(C)(C)C1CCc2c(sc(N)c2C(N)=O)C1 (configuration not stated)	12	11
CC(NC(=S)Nc1ccccc1)C(c1cccs1)N1CCOCC1 (configuration not stated)	-23	4
Cc1cccc(CN2CCc3c([nH]c4ccccc34)C2C(C)(C)C)n1 (configuration not stated)	-2	18
COC(=O)C1=C(C)NC(=S)NC1c1ccc(OC(=O)c2ccco2)cc1 (configuration not stated)	-10	10
O=C(NCCN1CCOCC1)N1c2ccccc2Sc2ccccc21	4	6
CCN1CCN=C1Nc1ccccc1	-13	-4
CCOC(=O)N1CCN(S(=O)(=O)c2cc(-c3nn4c(C)nnc4c4ccccc34)ccc2C)CC1	4	5
CCCN=C1NC(=O)C(CC(=O)NCCc2ccc(OC)c(OC)c2)S1 (configuration not stated)	3	-2
CCCN(CCC)CCCNc1ccc(C(=O)Nc2cccc(OC)c2)cc1[N+](=O)[O-]	30	1
COCC(=O)N1CCC(Oc2ccc(C(=O)NCc3cc(C(C)C)no3)cc2)CC1	-4	8
COc1cccc(C#Cc2ccc3c(c2)O[C@@H](CN(C)C(=O)c2ccccn2)[C@@H](C)CN([C@H](C)CO)S3(=O)=O)c1	12	16
COc1ccc(N2Cc3cccc(C(=O)N4CCN(C(=O)c5ccco5)CC4)c3C2=O)cc1	13	-1
OC(c1cccc(Cl)c1)c1nccc2ccccc12 (configuration not stated)	-9	-2
Cc1cc2ccccn2c1C(=O)c1ccc(S(=O)(=O)N(C)C)cc1	-14	-3
Cc1ccc(S(=O)(=O)NCC(=O)OCC(=O)c2ccc(Br)s2)cc1	-7	2
Cc1c(NC(=O)C(C)OC(=O)c2ncc(Cl)c(Cl)c2Cl)c(=O)n(-c2ccccc2)n1C (configuration not stated)	3	3
CC(=O)Nc1ccc(NC(=O)c2cccc3c2-c2ccccc2C3=O)cc1	-8	17
CCC(=O)NC(Nc1sc2c(c1C(=O)OC)CCCC2)(C(F)(F)F)C(F)(F)F	51*	9.0*
COC(=O)c1ccccc1OCCCN(C)C	9	-6
CC(C)c1csc(CN2CCN(Cc3ccccc3)C(CCO)C2)n1 (configuration not stated)	12	-9
O=C(COC(=O)c1ccc(F)cc1)NCC1COc2ccccc2O1 (configuration not stated)	4	0
Cc1cc(C(C)(C)C)cc(C)c1S(=O)(=O)N1CC(=O)Nc2ccccc21	-4	4
O=C(NCC(c1cccnc1)N1CCN(c2ccccc2F)CC1)c1cccc(Cl)c1 (configuration not stated)	-2	-1
O=C(OCn1nnc2ccccc2c1=O)C12CC3CC(CC(O)(C3)C1)C2	-8	-3
COc1ccc2c(CC(=O)OCC(=O)NC(N)=O)coc2c1	-6	5
COc1ccccc1/C=C/C(=O)NCc1ccccn1	6	-1
CCN(CC)CCCNC(=O)Cn1ncc2c(=O)oc3ccc(C)cc3c21	3	-5
COc1ccc(C(=O)NCC(=O)OCC(=O)c2ccc(Cl)cc2)cc1OC	25	3
COc1ccc(OCCn2c(C)nc3ccccc32)cc1	3	-3
CCCNC(=O)C1(C)CCCN(C(=O)c2ccccc2OC)C1 (configuration not stated)	1	-2
Nc1c(C(=O)CSc2nnnn2-c2ccccc2)c(=O)[nH]c(=O)n1C1CC1	1	7
Cc1ccc(NC(=O)CN2CCc3ccccc3C2)cc1F	-2	-4
CNC(=O)c1c(C)nn(-c2ccc(F)c(Cl)c2)c1-c1cc(C)on1	-5	3
CN(C(=O)c1cccc(NC(=O)Cc2ccc(NC(=O)C3CCCN(C(=O)C4CCC4)C3)cc2)c1)C1CCCCC1 (configuration not stated)	1	0
COc1cc(NC(=O)C[n+]2ccc(C(=O)c3ccccc3)cc2)cc(OC)c1	-14	7
O=C(CC1OC(=O)c2ccccc21)NC1CCCCC1 (configuration not stated)	-5	15
O=C(c1ccccc1)N1CCCOC1c1ccccc1 (configuration not stated)	-1	8
Cc1ccc(C2=NNC(=O)C(c3ccc(Cl)cc3)C2)cc1 (configuration not stated)	5	-6
COc1cccc(C2C(C(N)=O)=C(C)Nc3nc(CCCO)nn32)c1OC (configuration not stated)	10	-13
O=S1(=O)CCC(NCC2CCCO2)C1 (configuration not stated)	-1	-5
O=C(N/N=C/c1cccnc1)c1ccc(S(=O)(=O)N2CCCCCC2)cc1	9	-1
COc1ccc(OC)c(-n2nnnc2SCC(=O)N2CCN(C(=O)c3ccco3)CC2)c1	-33	-1
COc1ccc(CC(=O)Oc2ccc(Cl)cc2Br)cc1S(=O)(=O)N1CCOCC1	6	4
C[C@@H]1ON(C)[C@H]2C[C@H]3c4cc(N5CCN(C)CC5)ccc4CCN3C(=O)[C@@H]12	-5	1
